# Bioassay records: PubChem, several laboratories
# Bcl-B TR3 displacers = displacers of TR3 peptide from Bcl-B, primary screen, selectivity assay for Bfl-1 inhibitor project, biochemical, fluorescence polarization; FP displacement of FITC-TR3 peptide from Bcl-B; higher % means a stronger effect; displacement, % at 20 µM, or IC50 in µM where a hit was titrated; actives 0.11% (n = 96,000);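 active = displacement above 50% at 20 µM plus a fluorescence interference ratio under 1.5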;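 note: plate controls were wells without compound for no effect and wells lacking Bcl-B protein for full effect; a part of the inactive calls stands beside numbers as strong as those of hits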
# MRP resist rev = reverses drug resistance mediated by MRP | H69AR cells + 2 uM doxorubicin, CellTiter-Glo, 72 h | differential viability (reversal), % at 10 µM | actives 0.04% (n = 85,000) | AID 602;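 active = viability drop by adding the cancer drug above about 55%, with treated viability meeting a 40% cutoff, limit read from the data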;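 note: viability without doxorubicin minus viability with 2 µM doxorubicin for each compound; larger differential means the compound sensitizes cells more to doxorubicin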
# IL1B NFkB pot = enhances IL-1B driven NFkB nuclear translocation. HUVEC IL-1B NFkB p65 nuclear translocation imaging. actives 0.3% (n = 94,000). activation, % at 2 µM;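 active = activation above 40%, about the mean plus 3 SD, also judged a hit on visual image review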;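 note: percent activation is computed from the nuclear over cytoplasmic p65 intensity ratio; values of inactives mirror those of a sister screen read the other way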
# IL1B NFkB inh = blocks IL-1B driven NFkB nuclear translocation in HUVEC cells | HUVEC IL-1B NFkB p65 nuclear translocation imaging | inhibition, % at 2 µM | actives 0.43% (n = 94,000);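 active = inhibition above about 30% together with a positive call from visual inspection of the well image, limit read from the data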;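 note: nuclear over cytoplasmic p65 intensity ratio measured by imaging; 0% = IL-1B stimulated DMSO wells and 100% = unstimulated DMSO wells; values of inactives mirror those of a sister screen read the other way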
# PLAP inhibition = PLAP enzyme inhibitors, biochemical, luminescence, HTS (AID 690) | purified PLAP, luminescent substrate; higher % means a stronger effect | inhibition, % at 20 µM; hits with a dose series show IC50 in µM | actives 0.08% (n = 96,000); in the data active = a potency from the dose series; inactive = the rest, 99 in 100 with inhibition below about 30%; note: strong numbers were not always called active
# MRP resist rev cytotoxicity = also measured in MRP resist rev; calls as there; viability, %; H69AR cells, CellTiter-Glo, 72 h; measured here: cytotoxicity without doxorubicin
# MRP resist rev with doxorubicin = second read-out of MRP resist rev, no call of its own (marks repeat the call); viability, %; measured here: viability with 2 uM doxorubicin; hits give low values
# IL1B NFkB inh cell count 2 µM = second read-out of IL1B NFkB inh, no call of its own (marks repeat the call); cell count; measured here: cells passing quality filter;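 raw number of nuclei counted in each imaged well without normalization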
# IL1B NFkB pot cell count 2 µM = second read-out of IL1B NFkB pot, no call of its own (marks repeat the call); cell count; measured here: cells passing quality filter
# Numbers without * were called inactive; nt = not tested or not shown.
SMILES,Bcl-B TR3 displacers,MRP resist rev,MRP resist rev cytotoxicity,MRP resist rev with doxorubicin,IL1B NFkB pot,IL1B NFkB pot cell count 2 µM,IL1B NFkB inh,IL1B NFkB inh cell count 2 µM,PLAP inhibition
CCCCn1c(SCc2ccc(Cl)cc2)nc2c1c(=O)[nH]c(=O)n2C,0.2%,-18.0,26.7,44.7,13.5,132,-13.5,132,9.8%
CCc1nc(SCC(=O)c2cccs2)c2oc3ccccc3c2n1,-3.6%,-2.4,87.0,89.4,-10.4,127,10.4,127,-11.4%
Cc1cc(N(C)C)nc(SC(C)C)n1,-5.6%,nt,nt,nt,5.2,164,-5.2,164,3.3%
CCOc1cc(C)c(C(C)C)cc1S(=O)(=O)N1CC(C)OC(C)C1 (stereo not drawn),-3.9%,-3.9,87.0,90.9,-14.2,154,14.2,154,-45.0%
CCOc1ccc(-c2cn[nH]c2N)cc1,-1.0%,-9.4,91.1,100.5,-11.4,52,11.4,52,12.8%
CC(C)CCOc1ccc(C(CC(N)=O)C(=O)O)cc1 (stereo not drawn),-0.7%,-12.1,90.9,102.9,-0.2,161,0.2,161,2.4%
COc1cccc(Oc2cnc(N)nc2-c2ccc(OC)cc2O)c1,1.6%,-25.6,16.6,42.2,4.5,118,-4.5,118,9.0%
CCN(CC)C(=O)COc1ccc(CC(=O)O)cc1OC,0.3%,-3.3,83.3,86.6,4.5,153,-4.5,153,-4.2%
CC1(C)CC(=O)C2=C(C1)N=C1c3ccccc3C(=O)C1C2c1ccc(Cl)cc1 (stereo not drawn),12.9%,nt,nt,nt,2.3,143,-2.3,143,23.8%
O=C(NC1(C(F)(F)F)N=C2SCCN2C1=O)c1ccccc1 (stereo not drawn),-14.5%,-16.7,89.4,106.1,8.8,132,-8.8,132,-0.6%
CCc1ccc(CNC(=O)C2CCC(=O)N2C2CCCCC2)cc1 (stereo not drawn),-10.1%,20.9,89.6,68.7,-4.7,144,4.7,144,-9.7%
COc1ccccc1Oc1coc2cc(OC(=O)N3CCOCC3)ccc2c1=O,-11.8%,13.7,92.1,78.3,-3.8,171,3.8,171,-10.1%
CN1CCCN(S(=O)(=O)c2ccc3c(c2)OCCO3)CC1,-1.2%,9.0,83.6,74.6,-5.1,147,5.1,147,12.1%
COc1ccc(OC)c(S(=O)(=O)N(C)CC(=O)N2CCN(c3cccc(Cl)c3)CC2)c1,-2.8%,11.4,77.8,66.4,6.6,108,-6.6,108,-59.2%
NC(=O)c1ccc(NC(=O)CCCN2C(=O)c3ccccc3C2=O)cc1,5.3%,7.1,98.3,91.2,8.8,202,-8.8,202,13.1%
COc1ccc(N2C(=O)/C(=C/c3ccc([N+](=O)[O-])cc3)C=C2c2ccccc2)cc1,-34.4%,-12.4,20.6,33.1,32.8,87,-32.8,87,7.4%
Cc1ccc(S(=O)(=O)N/N=C\c2ccc3c(c2)OCO3)cc1,-9.1%,nt,nt,nt,9.3,117,-9.3,117,-15.5%
Cn1c(COc2ccccc2)nnc1SCC(=O)Nc1ccc(N2CCOCC2)c(Cl)c1,-7.7%,12.4,94.9,82.5,3.4,113,-3.4,113,9.0%
O=C(NCc1ccc2c(c1)OCO2)c1ccc(N2C(=O)C3CCCCC3C2=O)cc1 (stereo not drawn),0.9%,0.6,97.4,96.8,3.0,190,-3.0,190,-40.4%
Cc1ccc(C)c(S(=O)(=O)N2CCN(C(=O)Cn3c(C(F)(F)F)nc4ccccc43)CC2)c1,-2.1%,-23.3,58.1,81.4,0.9,136,-0.9,136,3.4%
Cc1cc(N2CCN(C)CC2)nc2ccc(NC(=O)c3ccc(Br)o3)cc12,-7.3%,-2.8,4.2,7.0,nt,nt,nt,nt,-63.0%
COc1cc(OC)cc(-c2nnc(Nc3nc4c(F)cccc4s3)o2)c1,-11.9%,34.4,44.2,9.8,11.0,145,-11.0,145,-165.0%
CCOC(=O)N1CCC(NC(=O)CCC(=O)N2CC(C)Oc3ccc(Cl)cc32)CC1 (stereo not drawn),-7.4%,-15.9,68.2,84.1,10.8,128,-10.8,128,-45.3%
C=CCOc1ccc2cccc(/C=N/NC(=O)c3cc4cc([N+](=O)[O-])ccc4s3)c2c1,-8.1%,nt,nt,nt,-4.6,133,4.6,133,-5.6%
Cc1ccc(NC(=O)COc2ccccc2)c(NC(=O)c2ccccc2C)c1,nt,nt,nt,nt,9.3,133,-9.3,133,nt

# Further entries
SMILES,Bcl-B TR3 displacers,MRP resist rev,MRP resist rev cytotoxicity,MRP resist rev with doxorubicin,IL1B NFkB pot,IL1B NFkB pot cell count 2 µM,IL1B NFkB inh,IL1B NFkB inh cell count 2 µM,PLAP inhibition
Cc1ccc(N2CC(C(=O)N3CCc4ccccc4C3)CC2=O)cc1 (stereo not drawn),-4.0%,2.2,98.7,96.5,9.6,151,-9.6,151,3.0%
CCOC(=O)C1CCN(C(c2cccs2)c2sc3nc(C)nn3c2O)CC1 (stereo not drawn),2.3%,-4.4,86.6,91.0,nt,nt,nt,nt,-46.6%
Cc1cccc(OCc2nc(-c3ccc(-n4cccc4)cc3)no2)c1,4.5%,10.9,102.0,91.1,-3.7,176,3.7,176,2.4%
CCOC(=O)c1[nH]c(C)c(/C(O)=C2\C(=O)C(=O)N(CCN3CCOCC3)C2c2cccs2)c1C (stereo not drawn),-0.2%,-36.9,33.4,70.3,11.0,94,-11.0,94,-11.4%
Cc1[nH]c(=O)c(C(=O)/C=C/c2ccccc2)c2c1CCCC2,-7.4%,nt,nt,nt,9.9,108,-9.9,108,-24.2%
Cc1cccc(C)c1NC(=O)C1CCCN(CCCc2ccccc2)C1 (stereo not drawn),2.8%,6.4,90.7,84.2,-5.7,131,5.7,131,-86.1%
COc1cc(CNn2c(C)n[nH]c2=S)cc(Cl)c1OCc1ccc(F)cc1,7.2%,nt,nt,nt,9.8,143,-9.8,143,-44.7%
Cn1c(SCC(=O)NCc2ccco2)nnc1-c1ccccc1,nt,7.8,77.3,69.6,-8.7,116,8.7,116,nt
CC1Cc2ccccc2N1S(=O)(=O)c1cccc(C(=O)c2nccn2C)c1 (stereo not drawn),5.1%,-15.4,71.2,86.5,-24.2,82,24.2,82,-31.0%
Cc1cc(N2CCC(C(=O)Nc3ccc(F)cc3)CC2)nc(-c2ccccc2)n1,-4.3%,-21.0,48.2,69.3,-6.2,110,6.2,110,-6.3%
CCCCOC(=O)c1ccc(NC(=O)c2ocnc2C)cc1,-9.9%,-12.4,81.5,94.0,10.8,148,-10.8,148,10.4%
O=C(CN1CCCCC1)N1CCCc2c1c(=O)oc1ccc(OCc3ccccc3)cc21,nt,24.9,76.8,51.9,5.6,167,-5.6,167,nt
Cc1c(C(=O)Nc2ccc(F)cc2)oc2ccc(S(=O)(=O)N3CCC4(CC3)OCCO4)cc12,5.5%,-30.6,32.8,63.4,-4.0,108,4.0,108,-4.7%
O=C1OC(c2cccs2)=N/C1=C\c1ccc(-c2cccc(Cl)c2)o1,-14.3%,nt,nt,nt,3.5,124,-3.5,124,9.6%
Cn1c(NC(=O)c2cccc(C(F)(F)F)c2)cc(=O)n(C)c1=O,nt,-2.4,85.5,87.8,27.5,194,-27.5,194,nt
COc1ccccc1CCNC(=O)c1cnn2c(C(F)F)cc(C)nc12,-1.8%,16.1,95.7,79.6,nt,nt,nt,nt,14.6%
Cc1nc(=O)c(-c2ccccc2)c(C)n1-c1ccc(C(=O)O)cc1,2.7%,-4.5,107.5,112.0,4.5,161,-4.5,161,0.7%
Cc1ccc(C(=O)NNC(=O)CSc2nnc3c(n2)[nH]c2ccc(F)cc23)cc1,-11.9%,nt,nt,nt,8.0,158,-8.0,158,-56.5%
COc1cccc(C(=O)N(c2ccc(OC)cc2OC)C2C=CS(=O)(=O)C2)c1 (stereo not drawn),-11.1%,-4.9,105.2,110.1,4.0,193,-4.0,193,-1.5%
COc1ccccc1CN(C)C(=O)c1ccc2c(c1)NC(=O)CS2,-8.4%,nt,nt,nt,7.8,210,-7.8,210,-62.5%
COc1ccc(-c2cc(C3CCN(c4cc(Cl)nc(N)n4)CC3)[nH]n2)cc1,1.8%,nt,nt,nt,-10.2,173,10.2,173,-31.4%
CC(NC(=O)OC(C)(C)C)C(=O)Oc1cc2oc(=O)cc(-c3ccccc3)c2cc1Cl (stereo not drawn),-1.9%,nt,nt,nt,12.3,151,-12.3,151,-28.6%
CCSc1ccccc1C(=O)NCc1ccc(S(N)(=O)=O)cc1,0.5%,-2.1,81.8,84.0,-1.2,151,1.3,151,15.9%
CCCCN1c2cc(C)c(O)cc2C(C(=O)OCC)C1C (stereo not drawn),-9.3%,18.6,100.5,81.9,-6.0,117,6.0,117,39.5%
COc1ccc(C2=NCC(CSc3nnnn3C)S2)cc1 (stereo not drawn),-6.9%,-4.7,98.5,103.2,-9.1,80,9.1,80,10.7%

# Next section; it opens with the 5 that closed the last part.
SMILES,Bcl-B TR3 displacers,MRP resist rev,MRP resist rev cytotoxicity,MRP resist rev with doxorubicin,IL1B NFkB pot,IL1B NFkB pot cell count 2 µM,IL1B NFkB inh,IL1B NFkB inh cell count 2 µM,PLAP inhibition
COc1ccc(-c2cc(C3CCN(c4cc(Cl)nc(N)n4)CC3)[nH]n2)cc1,1.8%,nt,nt,nt,-10.2,173,10.2,173,-31.4%
CC(NC(=O)OC(C)(C)C)C(=O)Oc1cc2oc(=O)cc(-c3ccccc3)c2cc1Cl (stereo not drawn),-1.9%,nt,nt,nt,12.3,151,-12.3,151,-28.6%
CCSc1ccccc1C(=O)NCc1ccc(S(N)(=O)=O)cc1,0.5%,-2.1,81.8,84.0,-1.2,151,1.3,151,15.9%
CCCCN1c2cc(C)c(O)cc2C(C(=O)OCC)C1C (stereo not drawn),-9.3%,18.6,100.5,81.9,-6.0,117,6.0,117,39.5%
COc1ccc(C2=NCC(CSc3nnnn3C)S2)cc1 (stereo not drawn),-6.9%,-4.7,98.5,103.2,-9.1,80,9.1,80,10.7%
C=CCn1c(SCC(=O)Nc2ccc3c(c2)OCCO3)nnc1-c1ccccn1,3.9%,12.8,101.5,88.7,-10.6,95,10.6,95,16.2%
Cc1cc(C(=O)Nc2ccccc2C(F)(F)F)no1,14.8%,1.9,94.8,92.8,5.8,123,-5.8,123,-7.3%
O=C(CSc1nnc(-c2ccccc2)o1)NCC1CCCCC1,-8.8%,-4.5,101.2,105.7,-2.0,156,2.0,156,-6.1%
CCOC(=O)C1=C(C)Nc2nc(SCc3cccnc3)nn2C1c1ccc(OC)cc1 (stereo not drawn),-12.6%,-1.7,70.8,72.5,2.0,42,-2.0,42,0.9%
O=C(NCc1ccco1)C12CN(Cc3ccccc3)CC1C(c1cccc([N+](=O)[O-])c1)=NO2 (stereo not drawn),-4.8%,nt,nt,nt,4.7,88,-4.7,88,2.9%
CC(=O)c1cc(C(c2csc(C(C)=O)c2)c2csc(C(C)=O)c2)cs1,nt,-24.5,40.2,64.7,4.4,75,-4.4,75,nt
CC1CC(C)CN(C(=O)c2cc(-c3ccccn3)nc3ccccc23)C1 (stereo not drawn),-11.3%,-9.2,44.9,54.1,0.9,137,-0.9,137,-10.3%
CC(C)C[C@H](NC(=O)Nc1ccccc1F)C(=O)O,-53.0%,33.5,96.2,62.7,0.8,145,-0.8,145,11.0%
Cc1ccc(-n2c(SCC(=O)NCc3cccs3)nnc2-c2ccoc2C)cc1,-1.6%,34.4,49.9,15.5,20.4,167,-20.4,167,-54.0%
COc1ccc(NC(=O)C2CCCN(S(=O)(=O)c3cccs3)C2)cc1OC (stereo not drawn),-4.8%,-7.2,80.4,87.6,2.9,190,-2.9,190,19.2%
COC(=O)Cn1cnc2c(nnn2Cc2ccc(Cl)cc2)c1=O,-1.7%,-0.8,98.2,99.0,-2.4,74,2.4,74,1.3%
O=C(CN(Cc1ccco1)S(=O)(=O)c1cccs1)Nc1ccccc1C(F)(F)F,-14.5%,1.2,95.6,94.3,-7.8,92,7.8,92,-37.7%
O=C1CCCCC(=O)c2ccccc2N1,2.2%,10.4,102.2,91.8,13.3,159,-13.3,159,-7.6%
CCOC(=O)c1cc(CN2CCOCC2)oc1-c1ccccc1,-4.7%,1.1,84.3,83.2,5.7,154,-5.7,154,-54.7%
O=C(c1ccco1)N1CCN(C2CCCC2)CC1,0.9%,nt,nt,nt,nt,nt,nt,nt,3.8%

# These rows are one share of the data, so the mix of outcomes need not match the whole.
